TAAR1 antag: antagonists of human TAAR1. CHO RD-HGA16 TAAR1, Fluo-8 calcium fluorescence, antagonist. AID 624466. Q96RJ0. hit rate 1.5% among 360,000. inhibition, % at 3 µM;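 active = inhibition above a per-plate cutoff, the mean inhibition of test compounds on that plate plus 3 SD, cut at about 49% in these data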;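 also: 0% = DMSO plus EC80 beta-PEA response and 100% = DMSO alone without agonist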
Target sequence (Q96RJ0 whole entry, looked up): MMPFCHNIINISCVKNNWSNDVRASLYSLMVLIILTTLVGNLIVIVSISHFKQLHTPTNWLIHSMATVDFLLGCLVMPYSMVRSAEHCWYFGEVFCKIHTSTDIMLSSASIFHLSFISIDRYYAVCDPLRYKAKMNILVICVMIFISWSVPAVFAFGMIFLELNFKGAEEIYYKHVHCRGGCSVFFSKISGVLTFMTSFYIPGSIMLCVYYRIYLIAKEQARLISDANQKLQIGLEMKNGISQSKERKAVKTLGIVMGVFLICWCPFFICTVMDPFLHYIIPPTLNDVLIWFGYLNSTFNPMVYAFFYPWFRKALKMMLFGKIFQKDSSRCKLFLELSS
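Test system: RD-HGA16 CHO cells with stable hTAAR1 and Gα16 / Probe or stimulus: EC80 β-phenethylamine stimulus / Times: seeding 17-24 h prior, 75-min 37 °C, 30-min RT dye loading / Detection: Fluo-8 calcium-sensitive fluorescence / Read-out basis: % inhibition scaled between DMSO and EC80 PEA controls / Repeats: singlicate, one well per test compound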
CHO parental Ca: counter-screen for OX1R antagonists: effect in parental CHO cells; AID 463079; parental CHO-K1, ATP-induced calcium, Fluo-8 fluorescence; hit rate 0.63% among 330,000; inhibition, % at 5.6 µM;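 active = inhibition above that plate's mean sample inhibition plus 3 SD, cut at about 26% in these data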;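 also: 0% = ATP-challenged DMSO wells and 100% = DMSO wells without ATP; some compounds past the cut are filed as inactive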
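Material: parental CHO cells / Compound: single nominal dose of 5.6 µM per compound / Signal: Fluo-8 fluorescence / Replicates: singlicate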
V1R ag counter: counter-screen for oxytocin receptor agonists: human V1a receptor agonists; activation, % at 3 µM; CHO-V1R cells, Fluo-8 calcium fluorescence, agonist mode; 0% DMSO, 100% 3 nM vasopressin; AID 2797; hit rate 0.25% among 320,000; P37288;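 active = activation above the mean activation of all tested compounds plus 3 SD, per screening run, cut at about 20% in these data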;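 also: signal is peak over basal fluorescence ratio across a 100 second FLIPR read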
M1 PAM parental: M1 PAM counterscreen hit in parental CHO-K1 cells | ATP EC20, Fluo-8 calcium fluorescence; 0% at ATP EC20, 100% at ATP max | activation, % at 3 µM | hit rate 0.02% among 360,000;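 active = activation above the run cutoff, the mean activation of all test compounds plus 3 SD, cut at about 40% in these data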;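 also: peak over basal fluorescence ratio in a 140 s read after ATP addition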
OXTR potentiator: potentiates the human oxytocin receptor response; P30559; CHO-OTR cells, Fluo-8 calcium fluorescence, potentiator mode; 0% = oxytocin EC15, 100% = EC100; activation, % at 3 µM; hit rate 0.061% among 320,000; AID 2445;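 active = activation above that plate's cutoff, the mean activation of tested compounds plus 3 SD, cut at about 6.6% in these data, passing the limit was not always enough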;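 also: 100% uses oxytocin at 75 nM as the full agonist control; some results filed as inactive read as strong as hits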
Target sequence (P30559 whole entry, looked up): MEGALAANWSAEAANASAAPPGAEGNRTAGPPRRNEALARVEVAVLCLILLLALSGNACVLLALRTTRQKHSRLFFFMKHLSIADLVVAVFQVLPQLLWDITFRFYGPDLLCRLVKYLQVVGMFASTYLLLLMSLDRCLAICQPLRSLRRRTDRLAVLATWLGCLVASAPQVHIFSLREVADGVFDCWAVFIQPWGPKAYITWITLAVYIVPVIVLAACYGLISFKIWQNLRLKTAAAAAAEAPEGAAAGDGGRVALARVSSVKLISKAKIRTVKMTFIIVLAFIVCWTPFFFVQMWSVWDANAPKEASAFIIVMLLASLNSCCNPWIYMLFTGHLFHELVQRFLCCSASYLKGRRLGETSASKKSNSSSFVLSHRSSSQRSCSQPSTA
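System: human OTR in CHO cells / Also added: sub-maximal oxytocin, roughly EC15 / Control set: EC15 oxytocin low, 75 nM oxytocin high / Schedule: 6 min compound pre-incubation at room temperature, 100 s kinetic read / Compound: single-point 3.0 µM / Replication: singlicate / Technique: Fluo-8 calcium dye fluorescence / Read-out basis: % activation of max/min ratio relative to oxytocin controls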
CHO-K1 Ca antag: nonselective inhibitor or artifact in parental CHO-K1 cells; ATP-induced calcium, Fluo-8 fluorescence; inhibition, % at 3 µM; hit rate 0.6% among 360,000; AID 602250;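 active = inhibition above a per-plate cutoff, the plate's mean sample inhibition plus 3 SD, cut at about 24% in these data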;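 also: 0% = DMSO plus EC80 ATP and 100% = DMSO alone without ATP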
CHRM1 agonist: agonists of human M1 muscarinic receptor; hit rate 0.33% among 360,000; activation, % at 3 µM; P11229; CHO-K1 hM1, Fluo-8 calcium fluorescence, agonist mode; 0% DMSO, 100% acetylcholine EC100;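 active = activation above the run's mean compound activation plus 3 SD, cut at about 16% in these data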;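 also: peak over basal fluorescence ratio within a 140 s kinetic read after compound addition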
CHO-K1 Ca ag: nonselective activator or artifact in parental CHO-K1 cells; Fluo-8 calcium fluorescence; scaled to maximal ATP response, vehicle zero; activation, % at 3 µM; hit rate 0.48% among 360,000; AID 602248; in the data active = activation above about 15%;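 also: untransfected CHO-K1 host cells lacking M1 receptor as counterscreen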
TAAR1 agonist: agonists of human TAAR1 | CHO RD-HGA16 TAAR1, Fluo-8 calcium fluorescence; vehicle wells 0%, saturating PEA agonist 100% | activation, % at 3 µM | hit rate 0.99% among 360,000 | AID 624467;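 active = activation above the mean activation of all test compounds in the run plus 3 SD, cut at about 38% in these data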
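Test system: RD-HGA16 (CHO) cells co-expressing Gα16 and hTAAR1; dosing: one-point dosing at 3 µM (nominal); timing: 17-24 h seeding, 75 min 37 °C dye, 30 min RT; signal: kinetic Fluo-8 calcium fluorescence; read-out basis: % activation relative to PEA EC100 response; controls: DMSO and PEA EC100; replicates: n 1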
* hit, by the source's call; / = not tested or not shown.

SMILES | TAAR1 antag | CHO parental Ca | V1R ag counter | M1 PAM parental | OXTR potentiator | CHO-K1 Ca antag | CHRM1 agonist | CHO-K1 Ca ag | TAAR1 agonist
CC1CC(C)(C)CC2(C1)NC(=O)N(CC(=O)Nc1ccc3[nH]c(=O)[nH]c3c1)C2=O (configuration not stated) | -16 | -4 | -0.2 | -11 | -2 | -4 | -3 | 0.2 | 1
Cc1ccn2c(Nc3ccccc3)c(-c3ccccn3)nc2c1 | -6 | -11 | -0.4 | -13 | 5 | -4 | -7 | 1.0 | 7
O=C(CNC(=O)c1ccc2c(c1)OCO2)N/N=C/c1cc(Br)ccc1O | 0 | 7 | -0.2 | 21 | -2 | -18 | -6 | -0.2 | -2
Cc1cc(C)cc(NC(=O)CCn2cnc3cc(C)c(C)cc32)c1 | -1 | -12 | -0.3 | -1 | -6 | -1 | -5 | -0.5 | 6
CS(=O)(=O)N1CCC(Oc2ccccc2C(=O)NC(C2CC2)C2CC2)CC1 | 3 | -19 | 0.3 | 23 | -3 | -21 | -1 | 0.5 | 1
O=C(c1nc2nc(-c3ccccc3)cc(C(F)(F)F)n2n1)N1CCOCC1 | -17 | -4 | -0.4 | 21 | -2 | -20 | -4 | 0.4 | 2
Cc1cc(C)nc(NC(=O)C2c3ccccc3Oc3ccccc32)n1 | 14 | -21 | 2.2 | 16 | -2 | -8 | -6 | 0.3 | 0
Cc1cc(N=NC(=O)c2ccccc2)ccc1O | 5 | 6 | -0.1 | -6 | -7 | 0 | -4 | 0.6 | 9
COc1ccc(NC(=O)COC(=O)c2c(NC(C)=O)sc(C)c2C)cc1 | 3 | / | / | 6 | / | -9 | -2 | 1.2 | 0
OCCNc1nc2ccccc2n1CC(O)c1ccccc1 (configuration not stated) | 5 | -5 | 0.1 | -11 | -11 | 0 | -3 | -0.2 | 1
CC1CCCN(CC(=O)NNC(=O)COc2ccc(Br)cc2)C1 (configuration not stated) | -16 | -11 | 1.9 | -11 | -3 | -3 | -5 | -0.2 | -1
Fc1ccccc1COc1ccc(/C=N/n2cnnc2)cc1 | -1 | -3 | 2.4 | 7 | -7 | -3 | -2 | 0.7 | 19
COc1cc(-n2c(=O)c3ccccc3n(CC(=O)c3ccc(Br)cc3)c2=O)cc(OC)c1OC | -1 | -14 | 1.7 | 12 | -8 | -1 | -2 | 7.7 | 1
CCc1cccc(CC)c1NC(=O)C(NS(=O)(=O)c1cccs1)c1ccccc1 (configuration not stated) | 1 | -4 | -0.5 | 14 | -13 | -2 | -7 | 0.1 | 2
Cc1ccc(S(=O)(=O)NC(N)=NCCc2ccc(Cl)cc2)cc1C | 8 | -17 | 0.2 | 16 | -3 | -6 | -5 | 1.0 | 2
CC(=O)N=c1sc(C(C)(C)C)c(C)n1C | 11 | -2 | -0.5 | 5 | -2 | 8 | -2 | -0.2 | 1
CCCNC(=O)C1(C)CCCN(Cc2cc3ccccc3o2)C1 (configuration not stated) | -18 | / | / | 11 | / | -8 | -10 | 0.6 | -1
Cc1nc(SCCc2nc3ccccc3[nH]2)c2oc3ccccc3c2n1 | -1 | -15 | -0.8 | 1 | -4 | -6 | -6 | 0.3 | 2
O=S(=O)(Oc1ccc(C(=S)N2CCOCC2)cc1)c1ccc(Cl)cc1 | 16 | -8 | 6.6 | 3 | -9 | -2 | -4 | 4.0 | 1
CC(C)(C)C(=O)COC(=O)c1cc(S(=O)(=O)N2CCCCC2)ccc1N1CCOCC1 | -36 | -8 | 0.0 | 7 | -1 | -8 | -3 | 3.9 | 1
O=C(Cn1cncn1)N/N=C/c1ccncc1 | -13 | -6 | 0.8 | 12 | -7 | -13 | 3 | 0.9 | 5
Cn1cccc1Cc1nnc(SCC(=O)Nc2nccs2)n1C | 2 | -2 | 0.5 | 8 | 0 | -15 | -4 | 1.1 | 1
COc1ccc(C(=O)C2CCCN(Cc3sc(N4CCCC4)nc3Cl)C2)c(OC)c1 (configuration not stated) | 1 | -13 | 1.3 | 14 | -4 | -18 | -4 | 3.0 | 6
C/C(=N\OC(=O)c1ccccc1)c1c(C)nc2cc(C)ccn12 | 0 | -6 | 1.1 | -6 | -7 | 9 | -1 | -0.3 | 4
CSc1nc(N2CCOCC2)cc(N2CCOCC2)n1 | -6 | 10 | 0.4 | 12 | -9 | -4 | -3 | 0.6 | 14
CCOC(=O)Nc1sc2c(c1C#N)CCC(C)C2 (configuration not stated) | / | -17 | -0.5 | 20 | -16 | -9 | -4 | 11 | /
O=S(=O)(NCC1CCCO1)c1ccc(S(=O)(=O)N(Cc2ccc(F)cc2)C2CCCCC2)cc1 (configuration not stated) | -10 | -28 | -0.4 | 2 | -6 | -19 | -2 | -0.5 | 0
CN(C)NC(=O)C(NC(=O)c1ccc(N)cc1)C12CC3CC(CC(C3)C1)C2 (configuration not stated) | -21 | 4 | -0.5 | 18 | -10 | -5 | -4 | 0.2 | 6
O=C(/C=C/c1ccc(OC(F)F)cc1)OCC(=O)N1CCC(c2ccccc2)=N1 | -5 | -24 | 13 | 12 | -12 | -10 | -5 | 7.6 | 1
O=CN1Cc2ccccc2-c2ccccc2C1 | -20 | / | / | 7 | / | -3 | -3 | 0.6 | 2

Full records from above:
CSc1nc(N2CCOCC2)cc(N2CCOCC2)n1 in the list: TAAR1 antag: -6; CHO parental Ca: 10; V1R ag counter: 0.4; M1 PAM parental: 12; OXTR potentiator: -9; CHO-K1 Ca antag: -4; CHRM1 agonist: -3; CHO-K1 Ca ag: 0.6; TAAR1 agonist: 14
O=S(=O)(NCC1CCCO1)c1ccc(S(=O)(=O)N(Cc2ccc(F)cc2)C2CCCCC2)cc1 (configuration not stated) in the list: TAAR1 antag: -10; CHO parental Ca: -28; V1R ag counter: -0.4; M1 PAM parental: 2; OXTR potentiator: -6; CHO-K1 Ca antag: -19; CHRM1 agonist: -2; CHO-K1 Ca ag: -0.5; TAAR1 agonist: 0

Random excerpt: four compounds from above
SMILES | TAAR1 antag | CHO parental Ca | V1R ag counter | M1 PAM parental | OXTR potentiator | CHO-K1 Ca antag | CHRM1 agonist | CHO-K1 Ca ag | TAAR1 agonist
O=C(/C=C/c1ccc(OC(F)F)cc1)OCC(=O)N1CCC(c2ccccc2)=N1 | -5 | -24 | 13 | 12 | -12 | -10 | -5 | 7.6 | 1
C/C(=N\OC(=O)c1ccccc1)c1c(C)nc2cc(C)ccn12 | 0 | -6 | 1.1 | -6 | -7 | 9 | -1 | -0.3 | 4
O=S(=O)(NCC1CCCO1)c1ccc(S(=O)(=O)N(Cc2ccc(F)cc2)C2CCCCC2)cc1 (configuration not stated) | -10 | -28 | -0.4 | 2 | -6 | -19 | -2 | -0.5 | 0
O=CN1Cc2ccccc2-c2ccccc2C1 | -20 | / | / | 7 | / | -3 | -3 | 0.6 | 2

(more compounds)
SMILES | TAAR1 antag | CHO parental Ca | V1R ag counter | M1 PAM parental | OXTR potentiator | CHO-K1 Ca antag | CHRM1 agonist | CHO-K1 Ca ag | TAAR1 agonist
COC(=O)c1ccc(OCC(O)CN2CCN(C(=O)c3ccco3)CC2)c(OC)c1 (configuration not stated) | -14 | -4 | 1.3 | 9 | -3 | -22 | -15 | 1.1 | 6
O=C(Nc1nnc(C2CC2)s1)c1cccc(S(=O)(=O)N2CCc3ccccc32)c1 | 5 | -14 | 1.2 | -6 | 0 | 7 | -2 | 0.2 | 1
O=C(Nc1ccn(CCCN2CCC(N3CCOCC3)CC2)c(=O)n1)OCc1ccccc1 | 11 | / | / | 13 | / | -9 | -7 | 0.3 | 2
CCC(C)NS(=O)(=O)c1ccc(NC(=O)CCC2CCCCC2)cc1 (configuration not stated) | 9 | -2 | -0.7 | 7 | -2 | 5 | -3 | 0.2 | 14
O=C1COc2ccc(C(=O)c3ccccc3C(=O)NCc3ccco3)cc2N1 | 8 | -1 | 0.8 | 9 | -3 | -1 | -1 | 0.1 | 1
O=C(c1ccc(CNS(=O)(=O)c2ccc(Br)cc2)cc1)N1CCCCCC1 | -8 | -13 | 10 | 13 | -13 | -5 | 0 | 3.9 | 6
COc1cc(C(=O)NCCN2CCOCC2)cc(OC)c1OC | 28 | 3 | 2.2 | 6 | -11 | -16 | -3 | 0.4 | 5
O=C1C2C3C=CC(CC3)C2C(=O)N1/N=C/c1ccco1 (configuration not stated) | 11 | -2 | 1.1 | 24 | 1 | -12 | -4 | 0.3 | 3
CSc1ccccc1NC(=O)CSCc1ccc(C)cc1 | 19 | -15 | -0.5 | -4 | -12 | 9 | 3 | -0.6 | 7
CCN(C(=O)COC(=O)c1cc(-c2ccccc2)nc2c1c(C)nn2-c1ccccc1)C1CCS(=O)(=O)C1 (configuration not stated) | -10 | -17 | -0.1 | 10 | 1 | -5 | -7 | 0.9 | 3
COc1ccc(NC(=O)COC(=O)c2ccc(S(=O)(=O)N3CCCC3)cc2)cc1OC | 8 | -5 | 1.1 | 5 | -4 | -9 | -2 | 0.1 | 1
Cc1ccnc(NC(=O)c2cnc(Cl)c(Cl)c2)c1 | 8 | -13 | 0.1 | 13 | -4 | -15 | -5 | 0.3 | -4
O=C(COC(=O)CNC(=O)c1ccccc1)Nc1nc(-c2ccccc2)cs1 | 15 | -24 | 5.3 | 10 | -9 | -5 | -5 | 3.6 | 6
Cc1ccc(CCC(=O)Nc2cc(Cl)ccc2Cl)o1 | -7 | -15 | -1.0 | -20 | -5 | 22 | -8 | -0.5 | 1
O=P(O)(CP(=O)(c1ccccc1)c1ccccc1)c1ccccc1 | 16 | 0 | -0.5 | 12 | -9 | -9 | -2 | 1.1 | 13
O=S(=O)(Nc1ccc(-c2cnco2)cc1)c1ccccc1 | 4 | -6 | 0.0 | -17 | -1 | 2 | -2 | 0.7 | 8
CCOC(=O)[C@H]1[C@H]2COc3cc(OC)ccc3[C@@H]2N2C(=O)CN(Cc3ccc(OC)cc3)C(=O)[C@@]12C | 17 | -20 | 0.2 | 7 | 0 | -12 | 5 | 1.0 | 6
FC(F)(F)c1ccnc(Sc2n[nH]c(C(F)(F)F)n2)c1 | -10 | -3 | 4.7 | 15 | 1 | -13 | 1 | 2.9 | 0
CC(=O)NC(c1ccccc1)c1nc(-c2cccs2)cs1 (configuration not stated) | -26 | / | / | 17 | / | -14 | -4 | 0.5 | 0
